Screens from PubChem BioAssay.
sdo1 growth = compounds rescuing growth of sdo1-depleted yeast, bone marrow failure model | S. cerevisiae sdo1-depleted JHY4D growth rescue, OD600 30 h; hits give high values; pdr5 snq2 efflux-pump mutant strain | z-score at 10 µM | actives 0.21% (n = 140,000);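 active = z-score above 3 at both the 24 hr and the 30 hr optical density reads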;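 also: z-score against mean and SD of all compound wells on the same plate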
Insulin prom inh = TRM-6 insulin promoter activity inhibition; AID 1273; actives 0.9% (n = 130,000); TRM-6 cells (human fetal islet line), insulin promoter-eGFP reporter, imaging; reporter expression induced with tamoxifen; inhibition, % at 2 µM;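 active = inhibition above the mean plus 3 SD, with well images judged a real hit on visual review, cut at about 60% in these data, passing the limit was not always enough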
sdo1 growth Rescue 24 h = further read-out of sdo1 growth, marked with its call; z-score; S. cerevisiae sdo1-depleted JHY4D growth rescue, OD600; measured here: growth rescue at 24 h;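 0 is the plate mean of compound wells and units are plate SD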
* marks the source's active call; other numbers are inactive results; & = joins results of further samples. Some of the compounds tested (hit frequency here may not be typical).

The first 2 compounds (preview)
Results for Cc1ccc(S(=O)(=O)NC(CC(=O)O)c2ccccc2)c(C)c1 (stereo unspecified) ?
sdo1 growth: 0.36; sdo1 growth Rescue 24 h: -0.32

What do the screens show for `O=C1CSC(c2cccs2)N1c1ccccc1` (stereo unspecified)?
sdo1 growth: 1.1; sdo1 growth Rescue 24 h: 1

All compounds of this part, from the first entry:
Results for Cc1ccc(S(=O)(=O)NC(CC(=O)O)c2ccccc2)c(C)c1 (stereo unspecified) ?
sdo1 growth: 0.36; sdo1 growth Rescue 24 h: -0.32

What do the screens show for `O=C1CSC(c2cccs2)N1c1ccccc1` (stereo unspecified)?
sdo1 growth: 1.1; sdo1 growth Rescue 24 h: 1

What do the screens show for `CCn1c(SCC(=O)Nc2sc3c(c2C#N)CCC(C(C)(C)C)C3)nnc1-c1ccco1` (stereo unspecified)?
sdo1 growth: 0.67; sdo1 growth Rescue 24 h: 2.4

Results for O=C(O)c1ccccc1N/N=C\c1ccnc2ccccc12 ?
sdo1 growth: 1.5; sdo1 growth Rescue 24 h: 1.4

How did CCCCOC(=O)Cn1cnc2ccc(Br)cc2c1=O do in these assays?
sdo1 growth: -0.59; Insulin prom inh: -82; sdo1 growth Rescue 24 h: -0.78

How did NS(=O)(=O)c1cccc(NC(=O)CSc2ncc(C(F)(F)F)cc2Cl)c1 do in these assays?
sdo1 growth: 0.17; Insulin prom inh: 11; sdo1 growth Rescue 24 h: 0.35

How did CC1(C)NC(=O)N(CCOc2cccc(Cl)c2Cl)C1=O do in these assays?
sdo1 growth: 0.02; Insulin prom inh: 63; sdo1 growth Rescue 24 h: -0.24

How did O=C(N/N=C/c1ccc(N2CCCCC2)o1)C(O)(c1ccccc1)c1ccccc1 do in these assays?
sdo1 growth: -0.31; Insulin prom inh: 11; sdo1 growth Rescue 24 h: -0.82

How did CCC(C)NS(=O)(=O)c1ccc(NS(C)(=O)=O)cc1 (stereo unspecified) do in these assays?
sdo1 growth: 1.5; Insulin prom inh: -32; sdo1 growth Rescue 24 h: 1.4

How did CCOC(=O)Cn1c(=O)oc2cc(S(=O)(=O)NCc3ccccn3)ccc21 do in these assays?
sdo1 growth: -0.24; sdo1 growth Rescue 24 h: -0.4

What do the screens show for `C=CCc1ccc(OCCOCCN(C)C)c(OC)c1`?
sdo1 growth: -0.65; Insulin prom inh: 17; sdo1 growth Rescue 24 h: -1.2

What do the screens show for `Cc1cc2ccccc2n2c(SCC(=O)NCc3cccs3)nnc12`?
sdo1 growth: 1.2; Insulin prom inh: 18; sdo1 growth Rescue 24 h: 1.3

How did Cc1ccc(CSC2=NCCN2C(=O)c2ccco2)cc1 do in these assays?
sdo1 growth: 0.83; sdo1 growth Rescue 24 h: 0.75

Results for CCCCC(=O)Nc1cccc(NC(=O)c2cccc(Br)c2)c1 ?
Insulin prom inh: -35

How did O=C(COC(=O)Cc1ccc(Br)cc1)NC12CC3CC(CC(C3)C1)C2 do in these assays?
sdo1 growth: -1.6; Insulin prom inh: 0; sdo1 growth Rescue 24 h: -1.1

Copied from the listing (2 entries):
What do the screens show for `CCn1c(SCC(=O)Nc2sc3c(c2C#N)CCC(C(C)(C)C)C3)nnc1-c1ccco1` (stereo unspecified)?
sdo1 growth: 0.67; sdo1 growth Rescue 24 h: 2.4

Results for O=C(O)c1ccccc1N/N=C\c1ccnc2ccccc12 ?
sdo1 growth: 1.5; sdo1 growth Rescue 24 h: 1.4

(list continues)
Results for CC(=O)Nc1ccc(S(=O)(=O)Oc2ccc(C(=S)N3CCC(O)CC3)cc2)cc1 ?
sdo1 growth: 0.31; Insulin prom inh: -69; sdo1 growth Rescue 24 h: 0.23

Results for O=C(CSc1nnc(-c2ccncc2)n1Cc1ccco1)Nc1ccccc1Cl ?
sdo1 growth: -0.19; sdo1 growth Rescue 24 h: 0.41

How did O=[N+]([O-])c1ccc(N2CCN(S(=O)(=O)c3ccccc3)CC2)cc1NCCN1CCOCC1 do in these assays?
sdo1 growth: 0.38; Insulin prom inh: -14; sdo1 growth Rescue 24 h: 0.31

How did C[C@@H](C(=O)OCC(=O)NCCc1ccc(S(N)(=O)=O)cc1)N1C(=O)C2CCCCC2C1=O (stereo partly specified) do in these assays?
Insulin prom inh: 29

What do the screens show for `CCOC(=O)c1cccc(NC(=O)CSc2nnc(-c3ccncc3)n2CCCOC)c1`?
sdo1 growth: 1.5; Insulin prom inh: -12; sdo1 growth Rescue 24 h: 2

What do the screens show for `CC(=O)c1c(C)[nH]c(C(=O)OC2CCOC2=O)c1C` (stereo unspecified)?
sdo1 growth: 1; Insulin prom inh: 0; sdo1 growth Rescue 24 h: 1.3

How did Cc1ccc(NC(=O)c2ccccc2OCC(=O)Nc2cccc(Cl)c2C)nc1 do in these assays?
Insulin prom inh: -49

How did CCn1c(C)c2c(C)nnc(C)c2c1C do in these assays?
sdo1 growth: 0.71; Insulin prom inh: 32; sdo1 growth Rescue 24 h: 0.4

What do the screens show for `O=C(/C=C/c1ccc(Cl)cc1)NC(=S)Nc1ccc(CN2CCOCC2)cc1`?
sdo1 growth: -1; sdo1 growth Rescue 24 h: -0.66

How did CCOc1ccccc1N1C(=O)c2ccc(C(=O)Nc3cccnc3)cc2C1=O do in these assays?
sdo1 growth: 0.39; sdo1 growth Rescue 24 h: 0.35

How did COc1ccc(N(C)C(=O)CCC(=O)Nc2ccc3nc(N4CCOCC4)cc(C)c3c2)c(OC)c1 do in these assays?
sdo1 growth: 1.6; sdo1 growth Rescue 24 h: 1.9

How did O=C(O)CCN(CCC(=O)O)c1nnc(SCc2ccccc2)s1 do in these assays?
sdo1 growth: 0.38; Insulin prom inh: 9; sdo1 growth Rescue 24 h: 0.15

How did CC1(C)Cc2nc3n[nH]c(N)c3cc2CO1 do in these assays?
sdo1 growth: 0.69; Insulin prom inh: -5; sdo1 growth Rescue 24 h: 0.64

Results for CCc1ccc(C(=O)NC(CC(C)C)C(=O)O)cc1 (stereo unspecified) ?
sdo1 growth: -0.37; sdo1 growth Rescue 24 h: -1.1

What do the screens show for `Cc1ccc(NC(=O)C2CC(=O)N(c3ccc4c5c(cccc35)CC4)C2)cc1` (stereo unspecified)?
sdo1 growth: -1.5; Insulin prom inh: 3; sdo1 growth Rescue 24 h: -1.4

How did Cc1c(NC(C)c2ccccc2O)c(=O)n(-c2ccccc2)n1C (stereo unspecified) do in these assays?
sdo1 growth: -0.1; Insulin prom inh: 29; sdo1 growth Rescue 24 h: -1.1

Results for CC(=O)c1csc(-c2ccccc2)n1 ?
Insulin prom inh: 33

Results for CCN(CC)S(=O)(=O)c1cc(NC(=O)C(CC(C)C)NC(N)=O)ccc1C (stereo unspecified) ?
Insulin prom inh: -12

What do the screens show for `Cc1ccc(NC(=O)/C(=C/c2cccs2)NC(=O)c2ccco2)c(C)c1`?
sdo1 growth: 0.56; Insulin prom inh: -21; sdo1 growth Rescue 24 h: 0.64

Results for O=C(Oc1ccccc1)c1ccc(COC(=O)c2cnccn2)cc1 ?
sdo1 growth: -0.65; Insulin prom inh: 53; sdo1 growth Rescue 24 h: -0.53

How did O=C1CN(CC(=O)Nc2ccc(Cl)cc2)CCN1 do in these assays?
sdo1 growth: -0.35; Insulin prom inh: 0; sdo1 growth Rescue 24 h: -0.83

What do the screens show for `Cc1nc2ccccn2c1C(=O)N=Nc1c(O)n(CCC(C)C)c2ccccc12`?
sdo1 growth: -1.6; sdo1 growth Rescue 24 h: -1.3

How did CCCCN(c1ccccc1)S(=O)(=O)c1ccc2c(c1)CCN2C(=O)CCC(=O)O do in these assays?
sdo1 growth: 0.4; Insulin prom inh: 40; sdo1 growth Rescue 24 h: 0.03

How did COc1cc(/C=N/NC(=O)CCC(=O)NCc2ccccc2)cc(OC)c1OC do in these assays?
sdo1 growth: 4.5*; Insulin prom inh: -78; sdo1 growth Rescue 24 h: 4.5*

Results for COc1ccc(N2C(=O)[C@@H]3[C@H](C2=O)[C@H](C(=O)c2ccc(OC(C)=O)cc2)N2N=CC=C[C@@H]32)cc1 ?
sdo1 growth: 1.4; Insulin prom inh: -31; sdo1 growth Rescue 24 h: 1.5

What do the screens show for `Cn1c(=O)c2cc(S(=O)(=O)NCCC(=O)NC3CCCCCC3)ccc2n(C)c1=O`?
sdo1 growth: 0.03; Insulin prom inh: 23; sdo1 growth Rescue 24 h: -0.16

Results for Brc1ccc(-c2cnnc(N3CCCC3)n2)cc1 ?
sdo1 growth: -1; Insulin prom inh: 18; sdo1 growth Rescue 24 h: -0.47

Results for O=C1c2[nH]nc(-c3ccccc3O)c2C(c2cccc(Cl)c2)N1Cc1ccco1 (stereo unspecified) ?
sdo1 growth: -1.4; sdo1 growth Rescue 24 h: -0.68

How did CC1CN(S(=O)(=O)c2cn(C)c(=O)n(C)c2=O)CC(C)O1 (stereo unspecified) do in these assays?
sdo1 growth: -0.05; sdo1 growth Rescue 24 h: -0.6

How did CCCCOC(=O)Cn1c2ccc(OC)cc2c2nc3ccccc3nc21 do in these assays?
sdo1 growth: -0.58; Insulin prom inh: -19; sdo1 growth Rescue 24 h: 0.78

Results for CCCCS(=O)CC(CS(=O)CCCC)OC(=O)c1ccccc1 (stereo unspecified) ?
sdo1 growth: 1.4; Insulin prom inh: 36; sdo1 growth Rescue 24 h: 1.2

Results for Cc1c(C(=O)O)oc2c1C(O)CC(C)(C)C2 (stereo unspecified) ?
sdo1 growth: 1.9&1.3; Insulin prom inh: 17&43; sdo1 growth Rescue 24 h: 1.9&0.95

What do the screens show for `COc1cc(OC)cc(C(=O)NC(=S)Nc2ccc(N3CCCC3)cc2)c1`?
sdo1 growth: 0.4; Insulin prom inh: -19; sdo1 growth Rescue 24 h: 2.3

What do the screens show for `O=C(c1ccccc1Cl)N1CCCC(c2nc3c(nnn3Cc3ccccc3)c(=O)[nH]2)C1` (stereo unspecified)?
sdo1 growth: 0.91; sdo1 growth Rescue 24 h: 0.39

How did Cc1ccc2c(c1)-c1c(cnn1CC(=O)N(CCC#N)c1ccccc1)CO2 do in these assays?
sdo1 growth: -0.84; sdo1 growth Rescue 24 h: -1.5

Results for CNc1nc(Nc2ccc(Br)cc2)nc(N)c1[N+](=O)[O-] ?
sdo1 growth: 1.5; Insulin prom inh: 12; sdo1 growth Rescue 24 h: 2.3

How did COc1cccc2cc(-c3csc(CCn4nc(C)cc4C)n3)c(=O)oc12 do in these assays?
sdo1 growth: -0.88; Insulin prom inh: -6; sdo1 growth Rescue 24 h: -0.95

How did O=C1c2cccnc2C(O)N1Cc1ccc(F)cc1 (stereo unspecified) do in these assays?
sdo1 growth: 0.16; Insulin prom inh: -6; sdo1 growth Rescue 24 h: -0.09

Results for O=C(CN(Cc1ccccc1)C(=O)CSc1nnc(COc2ccccc2)o1)NC1CCCC1 ?
sdo1 growth: -0.02; Insulin prom inh: 73; sdo1 growth Rescue 24 h: 1

How did Cn1cccc1-c1cc(C(=O)N/N=C/C=C/c2ccccc2)[nH]n1 do in these assays?
Insulin prom inh: 28

How did CCOC(=O)C(CC)Sc1nc(N)c(NC(=O)c2ccc(OC)c(OC)c2)c(=O)[nH]1 (stereo unspecified) do in these assays?
sdo1 growth: 0.53; sdo1 growth Rescue 24 h: 0.42

Results for O=C(Nc1cc(-c2nc3ccccc3s2)ccc1Cl)c1ccc2c(c1)OCO2 ?
sdo1 growth: -1.3; sdo1 growth Rescue 24 h: 0.08

Results for CC(C)NC(=O)c1onc(CSc2ccc(Cl)cc2)c1C(=O)O ?
sdo1 growth: 0.69; Insulin prom inh: 16; sdo1 growth Rescue 24 h: 0.12

Results for Cc1cc(C)cc(NC(=O)COc2ccc3c(C)c(Cc4ccccc4)c(=O)oc3c2)c1 ?
sdo1 growth: -0.55; Insulin prom inh: 45; sdo1 growth Rescue 24 h: 0.1

What do the screens show for `COC(=O)c1ccc(-n2c(C)cc(C(=O)CSc3cccc[n+]3[O-])c2C)cc1`?
Insulin prom inh: 29

What do the screens show for `Fc1ccccc1CSc1nnc(-c2ccccc2)o1`?
sdo1 growth: -0.43; Insulin prom inh: -35; sdo1 growth Rescue 24 h: -0.15

What do the screens show for `CC(C)CCNC(=S)Nc1ccc(F)cc1`?
Insulin prom inh: 9

Random excerpt: three compounds from above
What do the screens show for `COc1cc(OC)cc(C(=O)NC(=S)Nc2ccc(N3CCCC3)cc2)c1`?
sdo1 growth: 0.4; Insulin prom inh: -19; sdo1 growth Rescue 24 h: 2.3

Results for CC(C)NC(=O)c1onc(CSc2ccc(Cl)cc2)c1C(=O)O ?
sdo1 growth: 0.69; Insulin prom inh: 16; sdo1 growth Rescue 24 h: 0.12

Results for Cc1c(C(=O)O)oc2c1C(O)CC(C)(C)C2 (stereo unspecified) ?
sdo1 growth: 1.9&1.3; Insulin prom inh: 17&43; sdo1 growth Rescue 24 h: 1.9&0.95
